Rin1 Abl inh = inhibitors of Rin1-Abl protein binding, primary screen, biochemical, TR-FRET. hit rate 0.4% among 360,000. Tyrosine-protein kinase ABL1 (Homo sapiens) + Ras and Rab interactor 1 (Homo sapiens), …. inhibition, % at 7.35 µM; in the data active means inhibition above about 5%, passing the limit was not always enough
Target sequence (P00519 whole entry, looked up): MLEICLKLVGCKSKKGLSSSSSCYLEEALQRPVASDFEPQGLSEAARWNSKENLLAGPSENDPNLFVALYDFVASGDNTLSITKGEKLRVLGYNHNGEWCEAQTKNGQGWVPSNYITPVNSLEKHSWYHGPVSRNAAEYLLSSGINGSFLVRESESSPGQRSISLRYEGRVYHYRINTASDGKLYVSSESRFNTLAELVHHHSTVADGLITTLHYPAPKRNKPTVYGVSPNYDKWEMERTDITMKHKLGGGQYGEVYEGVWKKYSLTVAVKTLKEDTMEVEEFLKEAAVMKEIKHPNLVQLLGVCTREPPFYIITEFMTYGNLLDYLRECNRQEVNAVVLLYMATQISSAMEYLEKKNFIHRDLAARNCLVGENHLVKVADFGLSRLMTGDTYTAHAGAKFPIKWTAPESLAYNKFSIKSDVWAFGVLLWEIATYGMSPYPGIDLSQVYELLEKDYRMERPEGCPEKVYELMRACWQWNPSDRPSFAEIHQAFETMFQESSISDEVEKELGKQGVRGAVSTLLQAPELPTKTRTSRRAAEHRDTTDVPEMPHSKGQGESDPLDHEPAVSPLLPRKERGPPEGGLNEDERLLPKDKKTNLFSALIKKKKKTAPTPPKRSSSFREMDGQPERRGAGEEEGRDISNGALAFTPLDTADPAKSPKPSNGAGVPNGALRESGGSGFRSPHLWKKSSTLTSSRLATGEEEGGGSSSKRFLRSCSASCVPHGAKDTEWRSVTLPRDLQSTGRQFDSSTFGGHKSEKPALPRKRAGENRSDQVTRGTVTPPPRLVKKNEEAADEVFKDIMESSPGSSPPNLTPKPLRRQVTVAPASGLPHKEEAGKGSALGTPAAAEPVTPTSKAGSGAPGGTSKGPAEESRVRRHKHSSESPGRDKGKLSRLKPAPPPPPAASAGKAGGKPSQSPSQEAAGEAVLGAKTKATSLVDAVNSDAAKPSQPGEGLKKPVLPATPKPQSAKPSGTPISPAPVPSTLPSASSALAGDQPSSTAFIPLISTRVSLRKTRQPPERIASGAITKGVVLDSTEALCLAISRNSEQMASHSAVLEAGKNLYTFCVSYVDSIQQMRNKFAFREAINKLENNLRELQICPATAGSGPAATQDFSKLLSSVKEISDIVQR
Target sequence (Q13671 whole entry, looked up): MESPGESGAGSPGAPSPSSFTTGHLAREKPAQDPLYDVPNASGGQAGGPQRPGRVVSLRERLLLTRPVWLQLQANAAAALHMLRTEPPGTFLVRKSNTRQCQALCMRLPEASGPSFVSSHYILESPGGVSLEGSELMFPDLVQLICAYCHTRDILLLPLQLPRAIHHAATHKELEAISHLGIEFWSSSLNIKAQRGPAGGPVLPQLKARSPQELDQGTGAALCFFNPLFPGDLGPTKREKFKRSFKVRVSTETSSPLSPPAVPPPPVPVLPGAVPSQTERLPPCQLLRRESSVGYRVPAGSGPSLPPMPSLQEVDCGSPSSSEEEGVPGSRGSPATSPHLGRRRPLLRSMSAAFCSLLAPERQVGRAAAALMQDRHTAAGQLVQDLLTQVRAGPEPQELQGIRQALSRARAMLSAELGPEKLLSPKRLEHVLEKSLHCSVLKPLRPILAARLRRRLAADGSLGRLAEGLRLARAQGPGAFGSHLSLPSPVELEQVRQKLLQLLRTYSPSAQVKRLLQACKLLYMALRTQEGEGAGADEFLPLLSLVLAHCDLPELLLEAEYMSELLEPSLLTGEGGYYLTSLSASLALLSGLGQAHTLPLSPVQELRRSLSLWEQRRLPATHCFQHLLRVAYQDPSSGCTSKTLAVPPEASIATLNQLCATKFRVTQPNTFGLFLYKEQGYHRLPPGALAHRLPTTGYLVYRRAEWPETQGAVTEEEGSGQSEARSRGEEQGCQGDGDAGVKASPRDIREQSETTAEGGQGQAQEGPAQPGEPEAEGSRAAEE
CSN inh = inhibitors of CSN-mediated cullin deneddylation, primary screen, biochemical, fluorescence polarization, uHTS | COP9 signalosome complex subunit 5 (Homo sapiens), Q92905 | Purified CSN, SCF-Nedd8-OG deneddylation | inhibition, % at 12.5 µM | hit rate 0.38% among 360,000;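 active means pattern-corrected inhibition above about 35%, with an unprinted fluorescence ratio check between 0.5 and 1.5, limit read from the data, passing the limit was not always enough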;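 further: 0% = enzyme with substrate and 100% = substrate without enzyme; some results filed as inactive read as strong as hits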
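Material: human Csn5 produced in HEK293T cells; Input: enzyme 0.24 nM; Reagent: SCFSkp2-Nedd8OG substrate at 10 nM final; Dosing: 12.5 µM compound; Incubation: 90 min reaction at room temperature; Detection: fluorescence polarization of the substrate; Evaluation: % inhibition of substrate cleavage by Csn5; Control set: substrate-only high control, full reaction low control.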
MsrA act = bovine MsrA enzyme activators, primary screen, biochemical, absorbance, HTS; Methionine sulfoxide reductase A (Bos taurus); purified bovine MsrA, absorbance read-out; activation, % at 10.6 µM; hit rate 0.3% among 360,000; AID 602163, 2012; in the data active means activation above about 7.5%;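 further: 0% = vehicle and 100% = reference activator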
Neddylation inh = inhibitors of cullin neddylation, primary screen, biochemical, TR-FRET, uHTS, NAE and Ubc12. calls only at 25 µM. NEDD8-conjugating enzyme Ubc12 (Homo sapiens) + NEDD8-activating enzyme E1 regulatory …. hit rate 0.58% among 360,000; in the data active means inhibition above about 36%
TbMetRS inhib = T. brucei MetRS inhibitors, primary screen, biochemical, luminescence. hit rate 0.4% among 360,000. purified T. brucei MetRS, ATP depletion, Kinase-Glo luminescence. methionyl-tRNA synthetase (Trypanosoma brucei brucei). AID 624268, 2012. inhibition, % at 11.9 µM;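 active means inhibition above a per-plate cutoff of the control wells' mean inhibition plus 3 SD, cut at about 5.5% in these data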;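 further: 0% = DMSO wells median and 100% = median of wells with control inhibitor compound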
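Measured by: Kinase-Glo luciferase luminescence reporting remaining unconsumed ATP. Material: purified T. brucei MetRS enzyme. Doses: 11.9 µM compound single dose, 0.9% DMSO. Medium: HEPES buffer containing pyrophosphatase, BSA, spermine, DTT. Times: 15 min preincubation, 2 h reaction, all 25 °C. Reagent: methionine, ATP and bulk E. coli tRNA.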
PABP1 MLLE inh = inhibitors of PABP1 MLLE–PAM2 peptide binding, primary screen, biochemical, fluorescence polarization, FITC-PAM2, GST-MLLE; Polyadenylate-binding protein 1 (Homo sapiens), P11940; inhibition, % at 20 µM; hit rate 0.36% among 360,000; AID 588489, 2011; in the data active means inhibition above about 35%, passing the limit was not always enough;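 further: plate controls were DMSO wells with GST-MLLE for no effect and wells lacking GST-MLLE protein for full effect; some results filed as inactive read as strong as hits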
MsrA inhibitor = bovine MsrA enzyme inhibitors, primary screen, biochemical, absorbance, HTS. purified bovine MsrA, absorbance read-out. hit rate 0.75% among 360,000. inhibition, % at 15.5 µM; in the data active means inhibition above about 4.5%;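 further: 0% = vehicle wells with enzyme and 100% = reference inhibitor wells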
FAS TE block = FAS thioesterase domain inhibitors, primary screen, biochemical, fluorescence intensity, uHTS. Fatty acid synthase (Homo sapiens), P49327. recombinant FAS-TE, OMFH fluorogenic substrate, fluorescence endpoint. inhibition, % at 15 µM. hit rate 0.67% among 360,000. AID 602261, 2012;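 active means compounds whose normalised, plate-corrected inhibition of enzyme fluorescence in the single-dose primary screen is 50% or more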;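 further: 0% = DMSO with enzyme and 100% = substrate without enzyme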
eLon inh = inhibitors of E. coli Lon protease, primary screen, biochemical, fluorescence polarization; hit rate 0.42% among 360,000; purified E. coli Lon protease; P0A9M0; inhibition, % at 7.94 µM; in the data active means inhibition above about 13%, passing the limit was not always enough;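 further: 0% = enzyme with probe and DMSO and 100% = no enzyme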
The depositor's hits bear a star; i = inactive; · = not tested or not shown; + = active, no number.

SMILES	Rin1 Abl inh	CSN inh	MsrA act	Neddylation inh	TbMetRS inhib	PABP1 MLLE inh	MsrA inhibitor	FAS TE block	eLon inh
COc1cc(OC)c(C2=NOC(C(=O)Nc3c(C)nn(CC(=O)N4CCCC4)c3C)C2)cc1Cl (stereo not drawn)	-3	1	-1	i	-0.9	-9	1.4	-3	2
COC(=O)C1=CN(c2ccc(N3CCOCC3)cc2)C(N)=C(C#N)C1c1ccc(-c2ccccc2)cc1 (stereo not drawn)	·	3	·	i	0.0	·	-0.6	·	·
COc1ccccc1NC(=S)NCCc1ccc(F)cc1	1	-21	-3	i	0.0	-12	-0.4	4	-1
O=C1NC2=C(C(=O)OC2)C(c2ccc(OC(F)(F)F)cc2)N1 (stereo not drawn)	1	3	2	i	-0.1	-12	0.7	-3	-1
CCc1nc2ccc(C(=O)NCCC(C)C)cn2c1N(CCN(C)C)CC1CC1	-3	3	-2	i	0.3	11	1.4	-8	6
CCOC(=O)C1=C(c2ccccc2)NC(=O)NC1c1ccc(O)c(Cl)c1 (stereo not drawn)	-1	-4	-2	i	-0.7	8	0.1	-6	-10
CCN(CC)Cc1cc(NC2=NS(=O)(=O)c3ccccc32)ccc1OC(=O)C(C)C	-3	0	-2	i	1.0	6	1.2	-5	-6
CCC(c1nnc(SCC(=O)Nc2cc(Cl)ccc2C#N)n1C1CCCCC1)N(C)C (stereo not drawn)	1	-2	-10	i	-0.9	9	0.3	3	-6
COC(=O)C1CCN(C(=O)Cc2ccccc2OC)CC1	1	-2	3	i	0.0	28	-0.3	-1	-4
S=C1N(c2ccccc2)C(c2ccccc2)N2CCCN12 (stereo not drawn)	3	1	-3	i	-0.4	2	-0.6	8	-1
Cc1onc(-c2ccccc2Cl)c1C(=O)Nc1ncn[nH]1	0	1	-3	i	-0.8	3	-0.9	-13	-19
COC(=O)c1cccnc1-n1c(=O)c2cccnc2n(Cc2cccc(C(F)(F)F)c2)c1=O	-2	0	-2	i	2.5	3	-0.4	8	7

Shown comma-delimited: four of the compounds above.
smiles,Rin1 Abl inh,CSN inh,MsrA act,Neddylation inh,TbMetRS inhib,PABP1 MLLE inh,MsrA inhibitor,FAS TE block,eLon inh
COC(=O)C1CCN(C(=O)Cc2ccccc2OC)CC1,1,-2,3,i,0.0,28,-0.3,-1,-4
S=C1N(c2ccccc2)C(c2ccccc2)N2CCCN12 (stereo not drawn),3,1,-3,i,-0.4,2,-0.6,8,-1
Cc1onc(-c2ccccc2Cl)c1C(=O)Nc1ncn[nH]1,0,1,-3,i,-0.8,3,-0.9,-13,-19
COC(=O)c1cccnc1-n1c(=O)c2cccnc2n(Cc2cccc(C(F)(F)F)c2)c1=O,-2,0,-2,i,2.5,3,-0.4,8,7

The list continues:
SMILES	Rin1 Abl inh	CSN inh	MsrA act	Neddylation inh	TbMetRS inhib	PABP1 MLLE inh	MsrA inhibitor	FAS TE block	eLon inh
CCn1cc(C(=O)NCCCN2CCN(C)CC2)c(=O)c2cc(S(=O)(=O)N3CCc4ccccc4C3)ccc21	6	1	-4	i	0.0	0	0.0	-4	0
CS(=O)(=O)Nc1ccc(C(=O)NCCc2ccccc2)cc1	0	-5	0	i	-0.1	-6	0.8	-2	2
CCOC(=O)CCNC(=O)CCc1nnc(CCCc2ccccc2)o1	-2	4	-2	i	0.3	-4	1.5	-4	-2
O=C(Nc1ccc([N+](=O)[O-])cc1)/C(=C/c1cccc([N+](=O)[O-])c1)NC(=O)C1CCCCC1	-4	2	-1	i	0.6	-1	0.7	59*	14
CSCCC(NC(N)=O)C(=O)NCC1CCCCC1 (stereo not drawn)	-3	-3	-3	i	-1.2	-18	0.9	-5	0
Cc1ccc(S(=O)(=O)N(CC(=O)N/N=C/c2ccco2)c2cc(Cl)cc(Cl)c2)cc1	0	-3	1	i	0.1	-3	0.5	40	-2
Cc1ccc(S(=O)(=O)N2C[C@]3(O)C[C@@H]4C(=O)N(c5ccccc5)C(=O)[C@@H]4C[C@]3(OC(=O)NCc3ccccc3)C2)cc1	-1	5	-4	i	0.1	4	-0.1	-7	-11
COCC(=O)n1nc(-c2ccc(Cl)cc2)nc1NCc1ccc(F)cc1	1	-6	-11	i	-0.8	1	0.9	-2	4
Cc1noc(C)c1C(=O)OC(C)C(=O)c1ccc(C(C)(C)C)cc1 (stereo not drawn)	0	-3	-1	i	-0.1	11	-0.3	-3	-3
O=S1c2ccccc2Sc2ccccc21	1	1	-4	i	-0.3	19	1.0	-4	5
Cc1ccc(S(=O)(=O)NN2C(=O)/C(=C/c3ccccn3)SC2=S)cc1	-1	-16	6	i	-0.1	-4	1.2	-7	-1
CCSc1nnc(NC(=O)COc2ccccc2)s1	1	-4	-9	i	-0.4	-2	-0.6	-9	-5
COc1ccc(C2CC(c3ccccc3)=NN2C(=O)COC(=O)CNC(=O)c2ccccc2)cc1 (stereo not drawn)	-1	-4	-4	i	-0.4	-5	-0.2	23	-13
COc1ccc(CNC(=O)CN(c2cccc(OC)c2)S(C)(=O)=O)cc1	3	0	-2	i	-0.2	7	0.4	-4	-16
O=C(NC1CCCN(CCc2ccccc2)C1)C1CCCC1 (stereo not drawn)	-1	2	-5	i	-0.9	-1	-0.9	-4	-6
Cc1onc(-c2ccccc2)c1C(=O)NCc1ccco1	0	3	-4	i	-0.8	-1	0.3	-6	-2
N#Cc1cc2c(nc1SCc1ccccc1)CCCCC2	-1	1	-6	i	-0.5	2	-0.4	22	7
Cc1cc(CNC(=O)COc2ccc(F)cc2F)c2ccccc2n1	-3	-5	-2	i	-0.2	-1	1.7	-3	-1
CCc1nc2ccc(C(=O)N(C)Cc3ccccc3)cn2c1N(CC)Cc1cccc(Br)c1	1	1	3	i	-0.3	-7	-0.6	16	0
CNC(=O)c1cc(S(=O)(=O)NCc2ccncc2)ccc1OC	1	-2	-2	i	-0.3	16	-0.5	0	-10
NNC(=O)CS(=O)(=O)CS(=O)(=O)CC(=O)NN	1	4	0	i	-0.1	3	1.0	-7	-8
O=C(Cn1nnc(-c2cc(C(F)(F)F)cc(C(F)(F)F)c2)n1)NNC(=S)Nc1ccc(Cl)cc1	-1	2	-1	+	-0.4	41*	-0.2	29	2
COC1OC(CO)C(N=C(C)C)C1O (stereo not drawn)	2	0	-7	i	-0.3	-2	1.3	-10	-14
O=C1Nc2ccc(F)cc2C12OCCO2	3	-4	-8	i	-1.5	12	-0.2	-4	5
CN(C)CCCNc1nc2cc(-c3ccsc3)sc2c(=O)n1C	-8	0	-6	i	-0.4	5	-0.2	-6	-3
O=C(COC(=O)COc1ccccc1F)NC1CC1	7	2	-4	i	-0.3	4	-0.8	-5	-2
c1ccc2cc(CN3CCOCC3)ccc2c1	1	1	-2	i	0.6	-4	-0.7	-1	0
O=C(Nc1ccc(-n2cc(Br)cn2)cc1)c1ccncc1	0	5	-12	i	-1.7	1	-0.1	-2	-1
COc1cc(C2NC(=O)NC(C)=C2C(C)=O)ccc1O (stereo not drawn)	0	0	-4	i	0.6	4	0.6	-3	4
COc1ccccc1NC(=S)N(Cc1ccc(C)cc1)Cc1ccccn1	-3	-1	-2	i	0.2	-78	-0.2	8	-6
CCN(CC)c1ccc(NC(=O)C2CCCC2)cc1	0	3	-2	i	0.2	-5	1.2	-5	-7
CC(C)C(O)(CC#CCN1CCCC1)c1ccccc1 (stereo not drawn)	0	-4	-4	i	-0.1	9	-0.4	-6	-8
COc1ccc(N(CC(=O)NCc2ccc(Cl)cc2)S(=O)(=O)c2c(C)n[nH]c2C)cc1	-2	-3	1	i	0.3	14	-0.3	-6	-1
CN(CC(=O)Nc1cccc2ccccc12)C(=O)/C=C/c1cccs1	-3	1	-1	i	-0.2	-17	1.4	0	-13
O=C1CCC(Cc2ccccc2)N1 (stereo not drawn)	-1	2	-5	i	-0.8	-5	3.4	-9	5
COc1cccc(N2CCN(C(=O)c3cccc(NC(=O)C4=C(C)OCCS4)c3)CC2)c1	-7	-11	-1	i	-0.3	1	1.1	2	7
Clc1ccc2nc(CSc3nnc4ccccn34)cn2c1	0	-4	-13	i	-1.4	-16	0.7	-15	-6
O=S1(=O)CC(N2CC=CC2)CN1Cc1ccccc1 (stereo not drawn)	3	3	-8	i	-0.8	-13	0.8	-5	-1
COc1cccc(OC)c1OCCCOc1cccc2cccnc12	-5	-9	0	i	-1.0	4	-0.1	0	4
COc1ccc(C=Nc2cccc3ncccc23)cc1	-7	1	-1	i	-0.2	5	0.7	-5	-2
CC(=O)Nc1cccc(NC(=O)c2ccc3c(c2)CCN3S(C)(=O)=O)c1	-1	1	-8	i	-0.9	-5	1.2	-6	13
COc1cc2c(C(=O)NCCCN3CCN(c4cccc(Cl)c4)CC3)cn(C)c(=O)c2cc1OC	2	0	-1	i	-0.2	6	-0.1	2	-5
CC(C)CN(C(=O)CSc1nnc2ccccn12)c1c(N)n(CC(C)C)c(=O)[nH]c1=O	1	1	-6	i	-1.5	12	-0.7	-8	0
O=C(Nc1ccc(Oc2ccccc2)nc1)C1CCN(Cc2cccc(F)c2)CC1	3	-1	6	i	-0.2	0	0.1	0	-15
COc1ccc(-n2nc3c(N4CCC(C(=O)NCc5ccco5)CC4)nnc(C)c3c2C)cc1	-5	14	-3	i	0.1	-22	·	-2	0
C/C(=N/NC(=O)c1ccncc1)c1cc2ccc(O)cc2oc1=O	-5	-79	-4	i	-0.5	i	0.8	-159	i
COc1ccc(Cc2nc3ccc(C(=O)NCc4cc(C)no4)cc3o2)cc1	-4	0	-3	i	-0.3	5	-0.8	-3	1
CCCCn1c(N)c(N(CCC(C)C)C(=O)CC2CCCC2)c(=O)[nH]c1=O	0	-1	-7	i	-0.5	-8	-0.3	-5	6
O=C(CN1CCCc2ccccc21)Nc1cccc(S(=O)(=O)N2CCOCC2)c1	1	-1	-6	i	6.7*	-40	0.6	-3	-77
C=CCn1c(CC#N)nnc1N1CCOCC1	2	5	-9	i	-1.7	3	-1.0	-8	-2
CCn1c(=O)c(-c2cc(=O)[nH][nH]2)c(O)c2ccccc21	1	-2	-2	i	0.9	5	2.8	-6	3
O=C(NCc1ccccc1Cl)c1cnc2n(c1=O)CCS2	3	4	-2	i	-0.9	-4	-0.4	7	-9
Cc1ccc(S(=O)(=O)N(C)CC(=O)OCC(=O)N2CC(=O)Nc3ccccc32)cc1	2	8	-4	i	0.0	-8	-0.1	-1	14
Cc1nn(CC#N)c(=O)n1-c1ccc(F)cc1	-1	-3	-2	i	-0.2	-5	-0.8	-11	6
CN(C)CCCN(Cc1ccccc1)C(=S)Nc1ccc(F)c(Cl)c1	3	3	-9	i	-1.4	-40	0.4	6	0
CC(OC(=O)CN1C(=O)COc2ccccc21)C(=O)NCc1ccc(F)cc1 (stereo not drawn)	2	0	-1	i	-0.5	6	-0.9	-3	-3

Compound activity as filed in PubChem.
